# Compound activity from PubChem.
# EPAC1 antag – EPAC1 (human) antagonism; EPAC1 GEF assay, Rap1b-BODIPY-GDP exchange fluorescence; O95398; Potency, µM (titrated, usually from 115 µM), without a hit: at the top dose activity change, negative = inhibition, hits mostly inhibitors; hit rate 0.14% among 360,000;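 note: potency is the fitted concentration of half-maximal effect; plate controls were vehicle for no effect and positive control for full effect; nearly all actives have a fitted effect of over 50% in size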
# Target sequence (O95398 whole entry, looked up): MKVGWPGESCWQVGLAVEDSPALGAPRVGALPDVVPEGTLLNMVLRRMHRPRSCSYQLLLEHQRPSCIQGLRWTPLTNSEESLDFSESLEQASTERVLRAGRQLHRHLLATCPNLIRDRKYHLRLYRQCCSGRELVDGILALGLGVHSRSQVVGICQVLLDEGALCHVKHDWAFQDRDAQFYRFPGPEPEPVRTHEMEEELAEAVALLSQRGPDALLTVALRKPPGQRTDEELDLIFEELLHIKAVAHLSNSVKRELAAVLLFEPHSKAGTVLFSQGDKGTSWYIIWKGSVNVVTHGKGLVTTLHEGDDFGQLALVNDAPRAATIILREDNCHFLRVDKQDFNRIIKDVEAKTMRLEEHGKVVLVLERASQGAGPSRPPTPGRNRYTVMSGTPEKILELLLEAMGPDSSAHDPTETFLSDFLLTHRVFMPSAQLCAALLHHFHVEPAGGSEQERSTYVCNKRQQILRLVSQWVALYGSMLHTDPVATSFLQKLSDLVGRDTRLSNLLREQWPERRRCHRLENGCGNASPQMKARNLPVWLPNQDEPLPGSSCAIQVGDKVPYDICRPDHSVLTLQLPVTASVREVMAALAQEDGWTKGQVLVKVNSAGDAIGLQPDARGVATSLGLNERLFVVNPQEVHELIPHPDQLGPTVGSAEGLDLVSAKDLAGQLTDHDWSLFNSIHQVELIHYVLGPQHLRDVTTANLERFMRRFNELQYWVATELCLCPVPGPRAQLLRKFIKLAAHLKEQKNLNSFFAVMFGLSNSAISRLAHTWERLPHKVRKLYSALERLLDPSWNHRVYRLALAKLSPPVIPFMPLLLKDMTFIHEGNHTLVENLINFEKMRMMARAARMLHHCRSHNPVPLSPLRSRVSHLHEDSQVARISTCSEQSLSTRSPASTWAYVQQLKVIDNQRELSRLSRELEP
# PLK1 PBD block – inhibitors of human PLK1 polo-box domain binding. Potency, µM, for the others: max response, negative = inhibition, usual class: inhibitors. hit rate 2.8% among 360,000. Plk1 PBD binding of FITC phosphopeptide, fluorescence polarization; note: potency is the fitted concentration of half-maximal effect; series mostly up to about 57 µM; % is set by controls: 0 for no effect and ±100 for the full control effect; nearly all actives have a fitted effect of over 65% in size
# EPAC1 ag – agonists of human EPAC1. EPAC1 agonist qHTS, biochemical assay; response scale: 100% = response to 6.5 mM cAMP. Potency, µM (series often up to 154 µM), inactives show top-dose activation, most hits filed as activators. hit rate 0.073% among 360,000. AID 720707; note: potency is the fitted concentration of half-maximal effect; nearly all actives have a fitted effect of over 60% in size
#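 Compounds were pinned as a concentration titration into mixtures of EPAC1 (100 nM), BODIPY-GDP-loaded Rap1B (250 nM) and GDP (50 uM). After 5 min at room temperature, fluorescence was followed for 30 min; activity was scaled to 6.5 mM cAMP.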
# WRN helicase inh – inhibitors of human WRN helicase | Q14191 | WRN helicase unwinding, fluorescent forked duplex, kinetic | Potency, µM (top dose mostly 114 µM), without a hit: at the highest dose activity change, negative = inhibition, most hits filed as inhibitors | hit rate 0.46% among 360,000 | AID 651768; note: potency is the fitted concentration of half-maximal effect; % is set by controls: 0 for no effect and ±100 for the full control effect; nearly all actives have a fitted effect of over 55% in size
#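 WRN at 20 nM final was preincubated with compound for 15 min at room temperature; reaction started with 100 nM forked duplex oligonucleotide carrying fluorophore and quencher plus 2 mM ATP (final). Unwinding followed kinetically by red fluorescence (ex 525/em 598 nm).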
# Abeta rescue – compounds reversing amyloid beta toxicity in yeast; yeast expressing A-beta42, growth rescue, OD600, 48 h; response scale: 0% DMSO, 100% iron-clioquinol control; Potency, µM (doses to about 46.1 µM), for the others: top-dose growth rescue, usual class: activators; AID 1347071; hit rate 0.063% among 410,000; note: potency is the fitted concentration of half-maximal effect; nearly all actives have a fitted effect of over 55% in size
#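 Yeast growth medium received pinned compounds, then yeast cells expressing toxic A-beta were added; plates incubated at 30 C for 48 hr. Growth read as absorbance at 600 nm, normalized to DMSO and equimolar FeCl3 plus clioquinol controls.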
# FUS suppressor – suppressors of FUS proteinopathy in yeast. S. cerevisiae FUS-expressing, growth rescue, OD600, 24 h. Potency, µM (doses to about 76.6 µM), for inactives: top-dose growth rescue (activation), most hits filed as activators. hit rate 0.24% among 390,000;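 note: potency is the fitted concentration of half-maximal effect; plate controls were DMSO vehicle for no effect and reference control for full effect; nearly all actives have a fitted effect of over 55% in size; some results filed as inactive show a strong effect at the top dose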
#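 Yeast expressing FUS under galactose induction, OD 0.005 in 2% galactose medium; compounds in a dilution series, 24 h at 30C. Growth rescue by absorbance at 600 nm; CP55940 positive control, DMSO negative.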
# IL-2 act – activates IL-2 in a cell-based reporter assay | IL-2 activation reporter assay, cell-based qHTS; stimulated with anti-CD3/CD4/CD28 beads; in transgenic mouse T cells | AID 652025 | hit rate 0.065% among 360,000 | activation, % (series mostly up to about 46 µM); in the data active = activation above about 50%; inconclusive = mostly about 30% to 49%; note: 0% is about no effect
#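 Using fluorescent plate cytometry, EGFP and DsRed are detected in transgenic mouse T cells stimulated 18 h at 37 degrees C with antibody-coated beads after 60 min compound pretreatment.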
# PI5P4Ka inh – blocks human PI5P4K alpha kinase activity. P48426. PI5P4Kalpha enzyme, ADP-Glo luminescence, 60 min; active compounds read low. max response, %. hit rate 1.2% among 330,000. AID 652105; active = max response of -50% or lower; inconclusive = between -30% and -50%; inactive = -30% or higher; note: value at the top dose of about 77 µM; % is set by controls: 0 for no effect and ±100 for the full control effect
#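 Single end-point luminescence (ADP-Glo) quantified ADP from PI5P4Kalpha turnover; ATP 5 microM final, 1 h at RT, 0.1% CHAPS and 0.28 mM EGTA in HEPES pH 7.4.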
# * = called active by the depositor; ? = inconclusive; nt = not tested or not shown; [ ] = another dose, or the depositor's remark. Unless noted, calls come from the whole dose curve; as a rule, active = well fitted curve in the direction sought with a large enough effect; inconclusive = small, poorly fitted or top-dose-only effect, or another doubt; inactive = no such curve, though single readings can be large; an effect the other way counts as inactive or inconclusive.
SMILES,EPAC1 antag,PLK1 PBD block,EPAC1 ag,WRN helicase inh,Abeta rescue,FUS suppressor,IL-2 act,PI5P4Ka inh
COc1ccc(CNS(=O)(=O)c2ccc(C3CNC(=O)C3)cc2)cc1 (centres undefined),-1%,-7%,1%,-2%,-14%,4%,-2.3,nt
CCOC(=O)c1ccc(N=c2ssnc2Cl)cc1,-20%,2.1µM*,4%,22µM*,-95%[inhibitor],12%,-0.9,-79*
CC1(C)OC(=O)C(=CNNc2c(Cl)cc(Cl)cc2Cl)C(=O)O1,-25%,1%,-5%,2%,-4%,11%,-0.6,-7
COc1ccc(C(C(=O)NC2CCCCC2)N(C(=O)Cc2c[nH]c3ccccc23)c2ccccc2C)cc1OC (centres undefined),4%,-15%,2%,-11%,11%,?,-1.4,7
O=c1cc2ncc(-c3[nH]ncc3[N+](=O)[O-])cn2[nH]1,-9%,-6%,8%,-15%,-9%,1%,-2.7,?
CCN1C(=O)/C(=C\c2cccn2-c2ccc([N+](=O)[O-])cc2)N(CC)C1=S,-1%,-19%,5%,-16%,13%,nt,-0.4,-11
O=C(CSc1nnc(-c2ccco2)o1)c1ccc(F)c(F)c1,8%,-3%,-2%,-3%,14%,12%,-1.0,nt
Cn1c(=O)c2c(nc3n2CCCN3CCc2ccccc2)n(C)c1=O,-14%,-12%,-7%,-12%,-22%,-5%,-1.5,-3
COc1cc(/C=C2\SC(=S)N(CCC(=O)N3CCN(C)CC3)C2=O)cc(OC)c1OC,7%,-6%,3%,4%,2%,18%,-0.8,4
CC(C)(C)c1cc(C(F)(F)F)n2ncc(-c3ccccc3)c2n1,-7%,?,3%,-9%,-9%,-7%,-4.5,8
C=C1C(O)C[C@H]2C(=C)CCC3[C@H](OC(=O)[C@]3(O)CO)[C@@H]12 (some centres undefined),-1%,-11%,-1%,1%,-18%,-21%,3.1,-4
CC(C)(C)OC(=O)N1CCC(C(=O)Nc2ccc3c(c2)CCC3)CC1,-14%,-15%,1%,-8%,-3%,37%,0.9,5
CC(NC(=O)Cc1c(F)cccc1Cl)C1CCCO1 (centres undefined),15%,-4%,1%,-1%,-7%,13%,-2.6,nt
COc1cc(OC)c(NS(=O)(=O)c2ccc(Cl)c(C(=O)OC(C)C(=O)N3CCCC3)c2)cc1Cl (centres undefined),-26%,-17%,-1%,-13%,1%,nt,1.7,5
Cn1ccc2c(/C=C/c3ccc(F)cc3)cc3c(c21)C1CCC3O1 (centres undefined),0%,-6%,11%,2%,5%,41%,-0.7,26

# Next part (4 carried over from the part before).
SMILES,EPAC1 antag,PLK1 PBD block,EPAC1 ag,WRN helicase inh,Abeta rescue,FUS suppressor,IL-2 act,PI5P4Ka inh
CC(C)(C)OC(=O)N1CCC(C(=O)Nc2ccc3c(c2)CCC3)CC1,-14%,-15%,1%,-8%,-3%,37%,0.9,5
CC(NC(=O)Cc1c(F)cccc1Cl)C1CCCO1 (centres undefined),15%,-4%,1%,-1%,-7%,13%,-2.6,nt
COc1cc(OC)c(NS(=O)(=O)c2ccc(Cl)c(C(=O)OC(C)C(=O)N3CCCC3)c2)cc1Cl (centres undefined),-26%,-17%,-1%,-13%,1%,nt,1.7,5
Cn1ccc2c(/C=C/c3ccc(F)cc3)cc3c(c21)C1CCC3O1 (centres undefined),0%,-6%,11%,2%,5%,41%,-0.7,26
CCOc1ccc(C2CC(c3cccc(Cl)c3)n3nc(N)nc3N2)cc1 (centres undefined),-2%,-2%,4%,-5%,9%,-1%,-2.4,3
O=C(COc1ccc(S(=O)(=O)N2CCOCC2)cc1Cl)NCCCn1ccnc1,4%,2%,7%,6%,-1%,2%,-4.5,5
CN(C)CCN(C(=O)c1ccc2c(c1)OCCO2)c1nc2ccc(Cl)cc2s1,-15%,-3%,10%,-8%,2%,21%,1.4,1
CCOC(=O)C1CCN(C(=O)Nc2ccc(NC(=O)C3CCN(C(=O)OCC)CC3)cc2)CC1,-7%,-4%,4%,0%,10%,-3%,0.0,nt
O=C(NCc1ccccc1)C(C1CC1)n1c(=O)c(-c2ccco2)nc2ccccc21 (centres undefined),-27%,-22%,-10%,-2%,-2%,35%,-0.1,?
O=S(=O)(N/N=C/c1ccc2c(c1)OCCO2)c1ccc(Cl)cc1,-22%,-11%,4%,-6%,-8%,30%,-2.1,nt
Cc1ccc(CCNC(=O)C2CCC(=O)N2Cc2ccc(F)cc2)cc1 (centres undefined),11%,4%,11%,2%,-1%,-10%,-1.2,-2
N#CN=C(c1ccccc1)c1ccccc1,7%,-8%,-2%,-4%,-5%,-2%,0.0,4
O=C(NCc1ccccc1C(F)(F)F)C1CCC(=O)N(CCCc2ccccc2)C1 (centres undefined),-4%,-2%,-10%,-7%,13%,33%,-0.7,0
C#CCOCCOCCOCCNc1nc(N2CCN(C(=O)CCCCCCCCCCNC(=O)Cn3cc(CCCCCN)nn3)CC2)nc(N2CCN(C(=O)CCCCCCCCCCNC(=O)[C@@H]([C@H](C)O)n3cc(C)nn3)CC2)n1,-15%,-10%,2%,-34%,8%,?,-0.5,?
Cc1cccc(OCCCCc2c(C)n[nH]c2C)c1C,0%,0%,15%,-4%,19%,39%,-1.5,nt
CCN(Cc1ccccc1)C(=O)C1CCN(Cc2ccc(SC)cc2)CC1,10%,3%,-4%,-4%,-4%,-6%,0.5,6
OCCCNc1cc(-c2ccccc2)nc2cc(-c3ccc(F)cc3)nn12,?,-13%,4%,-1%,16%,12%,-3.8,-1
CCC(C)c1ccc(NC(=O)NCCN2CCCCC2)cc1 (centres undefined),-9%,0%,-2%,6%,-14%,-21%,-0.3,2
O=C(Nc1cccc(Cl)c1N1CCOCC1)c1ccco1,20%,0%,3%,4%,-25%,7%,-0.3,-1
CC(C)Cc1ccc(C(C)C(N)=Nc2ccc(O)cc2)cc1 (centres undefined),10%,-3%,7%,-3%,-3%,17%,0.8,-9
C=CCOC(=O)/C(=C/c1cccc2ccccc12)NC(=O)c1ccccc1,10%,-2%,7%,-18%,-14%,nt,-5.9,9
CCN(CC(=O)Nc1cc(Cl)ccc1C)C(=O)COc1ccccc1F,1%,-22%,3%,-9%,8%,5%,0.4,-8
CC(NC(=O)CN1C(=O)NC2(CCCCCC2)C1=O)c1ccccc1 (centres undefined),-5%,4%,6%,-11%,0%,nt,-1.6,-8
Oc1c(C(Nc2cccc(C(F)(F)F)c2)c2cccnc2)ccc2cccnc12 (centres undefined),-15%,-21%,4%,-8%,3%,nt,-2.8,-13
CCOc1ccccc1CNC(c1ccccc1)c1ccccc1,4%,-3%,0%,-5%,4%,11%,-0.7,-9
O=C(N=Nc1c(O)[nH]c2ccc(F)cc12)c1ccc(NS(=O)(=O)c2cccs2)cc1,-2%,-6%,7%,0%,-2%,-7%,-0.1,-15
Cc1ccc(S(=O)(=O)N/N=C/c2ccccc2F)cc1[N+](=O)[O-],-14%,?,15%,3%,-12%,-5%,-0.7,-6
Cc1nc2cc(NC(=O)Nc3ccc(N4CCOCC4)cc3)ccc2n1C,14%,-2%,-4%,-3%,17%,28%,-0.9,nt
COc1ccc(N/C(N)=N/c2nc(C)cc(C)n2)c(OC)c1,-11%,-13%,5%,22%,-5%,14%,-2.5,-10
CCC(=O)Nc1cc(C(C)(C)C)ccc1C(C)=O,13%,4%,-3%,-12%,-1%,nt,0.4,-2
Cc1ccccc1C(=O)NCC(=O)OCC(=O)NNC(=O)c1ccccc1F,9%,0%,0%,12%,-6%,-9%,-4.2,-12
Cc1ccc(S(=O)(=O)N(C)c2ccc(C(=O)N3CCN(Cc4ccc5c(c4)OCO5)CC3)cc2)cc1,8%,2%,9%,-6%,-1%,15%,-2.9,nt
CCCC(=O)Nc1cccc(Oc2ccc3c(c2)C(=O)NC3=O)c1,6%,-2%,-6%,6%,-3%,-15%,1.6,2
Cc1ccc(S(=O)(=O)CCC(=O)Nc2ccccc2Cl)cc1,4%,-5%,-2%,2%,-15%,-31%,1.0,-3
COc1ccc(-n2c(C)nn(C)c2=O)cc1,-8%,-9%,4%,-20%,9%,1%,2.7,0
Nc1nc2ccccc2n1S(=O)(=O)c1ccc([N+](=O)[O-])cc1,35%[activator],-7%,-5%,-8%,-22%,26%,-0.5,0
CCOc1ccc(NC(=S)N2CCC(C(N)=O)CC2)cc1,19%,-7%,-1%,-36%[57.1 µM],1%,-2%,0.4,0
COc1ccc(/C=C/C(=O)OCC(=O)N(C)c2c(N)n(Cc3ccccc3)c(=O)[nH]c2=O)cc1OC,-6%,-5%,3%,-13%,16%,38%,-2.9,-4
COc1ccc(CNC(=O)COc2cc(O)c3c(c2)OC(C)(C)CC3=O)c(OC)c1,-13%,-6%,-7%,-2%,-5%,31%,-0.4,0
COc1ccc(OC)c2c(N3CCN(C)CC3)cc(C(F)(F)F)nc12,4%,-2%,2%,6%,0%,9%,-1.3,-11
COCCNC(=O)C1(C)CCCN(Cc2ccc(Oc3ccccc3)cc2)C1 (centres undefined),-2%,-6%,-5%,1%[57.1 µM],-7%,-16%,-0.8,2
COc1ccc(Cl)cc1NC(=O)Nc1cccc([N+](=O)[O-])c1C,12%,-4%,8%,-4%,-7%,14%,0.2,19
CCOC(=O)N1CCN(C(=O)C(NS(=O)(=O)c2cccc3nsnc23)c2ccccc2)CC1 (centres undefined),8%,-24%,9%,4%,-5%,-14%,-1.5,-2
CSCC(C)N1CCC(CO)(CCc2ccccc2)CC1 (centres undefined),-15%,2%,-6%,1%[57.1 µM],1%,14%,-1.3,-1
Cc1onc(-c2c(F)cccc2Cl)c1C(=O)Nc1nccs1,-5%,-8%,4%,-4%,10%,2%,-0.7,-3
COc1ccccc1N1CCN(C(=O)C2CCN(C(=O)c3ccccc3Cl)CC2)CC1,-2%,-9%,-10%,7%,10%,19%,0.8,0
O=C(CC1SC(N2CCOCC2)=NC1=O)Nc1ccccc1F (centres undefined),-8%,-6%,-13%,6%,-20%,-8%,-0.6,-2
CC(=O)c1cccc(CN2CCC(n3nccc3NC(=O)c3ccc4c(c3)OCO4)CC2)c1,-17%,3%,-7%,-14%,7%,nt,-1.7,1
CCCOc1ccc(-c2cc(C(=O)NCC3CCCO3)c3ccccc3n2)cc1 (centres undefined),2%,-10%,5%,0%,10%,26%,5.8,0
C[n+]1ccc(/C=C/c2cccs2)cc1,3%,-3%,-2%,-2%,-15%,-15%,-4.0,0
Cc1ccc(NC(=O)CN(C)C(=O)Cn2ncc(Cl)c(Cl)c2=O)cc1,-12%,?,5%,?,-8%,nt,-3.7,?
